Screening data from PubChem.
Scp-1 inhibitor – blocks human Scp-1 phosphatase activity; 0.88% of 340,000 active; Q9GZU7; Recombinant Scp1, phosphopeptide, malachite green phosphate absorbance; inhibition, % at 20 µM;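 active = inhibition above about 50% at 20 µM, limit read from the data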;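 also: plate controls were DMSO wells with enzyme for no effect and wells lacking enzyme for full effect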
Target sequence (Q9GZU7 76-261 limits assumed): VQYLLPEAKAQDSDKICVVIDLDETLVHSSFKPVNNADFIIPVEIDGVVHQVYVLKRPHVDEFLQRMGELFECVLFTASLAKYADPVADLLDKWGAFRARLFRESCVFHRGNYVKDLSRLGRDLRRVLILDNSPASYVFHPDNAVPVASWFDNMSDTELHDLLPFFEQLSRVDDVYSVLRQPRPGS
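Incubation: 45 min enzyme reaction at room temperature / System: truncated SCP-1 phosphatase (76-261aa) / Reagent: Phospho 17-mer peptide substrate / Buffer or medium: Acidic Tris acetate buffer with magnesium and detergent / Signal: absorbance at 630 nm / Doses: one concentration, 20 µM, with 1.0% DMSO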
NRP1-CendR mod – modulators of CendR peptide binding to human neuropilin-1 | O14786 | 0.85% of 360,000 active | AID 602438 | FAM-RPARPAR peptide binding to NRP-1, fluorescence polarization | inhibition, % at 25 µM;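 active = inhibition or corrected inhibition above about 18%, plus a signal ratio from 0.5 to 1.5, limit read from the data, passing the limit was not always enough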; also: strong numbers were not always called active
LMPTP inh – LMPTP (human) inhibition; recombinant LMPTP-A, OMFP fluorogenic substrate, fluorescence intensity; inhibition, % at 20 µM; 0.22% of 360,000 active; AID 651560;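 active = compounds that cut the enzyme signal by at least half of the control window in the single-dose screen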;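 also: plate controls were DMSO wells with enzyme plus substrate for no effect and substrate without enzyme for full effect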
Target sequence (P24666 whole entry, looked up): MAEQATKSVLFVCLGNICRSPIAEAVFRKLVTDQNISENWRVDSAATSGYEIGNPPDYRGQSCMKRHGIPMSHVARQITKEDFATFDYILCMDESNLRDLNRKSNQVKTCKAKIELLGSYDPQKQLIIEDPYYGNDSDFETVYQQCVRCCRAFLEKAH
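Test system – LMPTP-A phosphatase enzyme · Quantity – 0.625 nM LMPTP-A final · Reagent – OMFP substrate, 400 µM final · Dosing – one test concentration per compound, 20 µM, with 3% DMSO overall · Timing – 50 min enzyme reaction at room temperature, protected from light · Detection – fluorescence intensity · Controls – substrate-only low control, DMSO enzyme-plus-substrate high control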
SUMO1 PPI mod – alters human SUMO1 binding to SIM partners; SUMO1 binding to a labelled peptide, TR-FRET, 1 h; inhibition, % at 20 µM; 0.33% of 360,000 active; AID 602429; P63165; in the data active = inhibition above about 37%
Target sequence (P63165 whole entry, looked up): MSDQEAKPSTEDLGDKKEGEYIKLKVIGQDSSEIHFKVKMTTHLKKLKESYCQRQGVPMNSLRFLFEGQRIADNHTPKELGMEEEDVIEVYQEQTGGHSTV
STEP block – inhibitors of human striatal-enriched phosphatase STEP; inhibition, % at 20 µM; AID 588621; 0.25% of 360,000 active; recombinant STEP, OMFP fluorogenic substrate, fluorescence; P54829;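 active = inhibition at 20 µM, scaled per plate between control wells, above about 37%, limit read from the data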;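 also: 0% = DMSO with enzyme and substrate and 100% = substrate only without enzyme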
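material = STEP tyrosine phosphatase | reagent = fluorogenic phosphatase substrate OMFP at 25 µM final | doses = single compound dose of 20 µM, 1% DMSO final | schedule = 20 min reaction, room temperature, in the dark | measured by = fluorescence, 480/540 nm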
MT1-MMP act inh – inhibitors of human MT1-MMP activation | P50281 | HT1080 RFP-PRO-GFP cells, GFP/RFP ratio fluorescence, overnight; percent of plate control window, DMSO zero | GFP/RFP ratio change, % at 20 µM | 0.061% of 360,000 active;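 active = GFP/RFP ratio change of at least 30% with cell ATP level not reduced by more than half and red fluorescence within 50% of control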; also: strong numbers were not always called active
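Compound: 20 µM single dose, 1% DMSO / System: HT1080 RFP-PRO-GFP cells / Controls: DMSO and RFP-L50D-GFP cell wells / Read-out basis: GFP/RFP fluorescence ratio / Schedule: overnight compound exposure at 37 °C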
Rpn11 inh – inhibitors of human proteasome Rpn11; O00487; AID 588493; calls only at 20 µM; 0.59% of 360,000 active; human 26S proteasome, Ub4-pepOG fluorescence polarization; 20S core pre-blocked with epoxomicin;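 active = inhibition at 20 µM, scaled to each plate's controls, above about 33%, limit read from the data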
Target sequence (O00487 whole entry, looked up): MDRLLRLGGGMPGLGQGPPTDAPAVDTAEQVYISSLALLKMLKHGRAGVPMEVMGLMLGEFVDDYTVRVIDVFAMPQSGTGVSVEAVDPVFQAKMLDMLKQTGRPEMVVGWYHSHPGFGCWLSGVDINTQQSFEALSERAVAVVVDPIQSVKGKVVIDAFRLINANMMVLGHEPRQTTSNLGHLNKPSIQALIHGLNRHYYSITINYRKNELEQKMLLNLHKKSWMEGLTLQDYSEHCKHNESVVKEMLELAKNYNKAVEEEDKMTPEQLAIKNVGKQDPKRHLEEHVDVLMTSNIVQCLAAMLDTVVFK
NadD block – blocks S. aureus nicotinate mononucleotide adenylyltransferase. inhibition, % at 20 µM. purified NadD enzyme, colorimetric absorbance read-out. 0.78% of 360,000 active; in the data active = inhibition above about 26%; also: some compounds past the cut are filed as inactive
DNMT1 block – inhibitors of human DNMT1 | P26358 | DNMT1 molecular beacon, Hinp1I cleavage, fluorescence | inhibition (reported as % activation of signal), % at 10 µM | 0.83% of 360,000 active | AID 588458; in the data active = inhibition above about 50%
SKN-1 block – blocks SKN-1 activity in C. elegans. C. elegans VP596 Pgst-4::GFP/RFP ratio, acrylamide-induced, 24 h. inhibition, % at 21.8 µM. 0.49% of 360,000 active;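 active = interference check ratio from 0.5 to 1.5 plus GFP to RFP signal ratio inhibition reaching or exceeding a fixed threshold, cut at about 30% in these data, passing the limit was not always enough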; also: some compounds called inactive have numbers as strong as hits
Active calls of the source: *; i = inactive; nt = not tested or not shown; & = joins results of further samples.

SMILES	Scp-1 inhibitor	NRP1-CendR mod	LMPTP inh	SUMO1 PPI mod	STEP block	MT1-MMP act inh	Rpn11 inh	NadD block	DNMT1 block	SKN-1 block
COc1ccc(S(=O)(=O)c2ccc(OC)cc2)cc1	0	4	-0.8	-2	0	1	i	1	1	-13
CC1CC(NC(=O)CC#N)CC(C)(C)C1 (stereo not given)	-10	6	-1.5	1	-1	4	i	2	1	-5
O=C(NCc1ccc2[nH]c3c(c2c1)CCCC3)c1ccc(S(=O)(=O)N2CCCC2)cc1	-16	6	-0.7	-2	5	0	i	11	-13	-1
CCOC(=O)c1sc2nc(C)[nH]c(=O)c2c1C	9	4	-1.9	3	-4	4	i	-1	2	1
COc1ccccc1C(=O)N(C)c1nnc(-c2ccccc2)s1	-7	5	-2.8	-2	0	0	i	-12	-4	1
COc1ccc(/C=C/C(=O)Nc2ccc3c(c2)OCCO3)cc1OC	-16	-2	0.3	-10	2	5	i	1	-4	-5
CC(Oc1ccccc1)C(=O)N=C1SC2CS(=O)(=O)CC2N1c1ccccc1 (stereo not given)	-4	1	2.1	-8	1	-4	i	10	1	17
CC(NS(=O)(=O)c1ccccc1Cl)C1CC2CCC1C2 (stereo not given)	1	15	2.3	-2	1	-1	i	-1	2	13
O=C(Nc1c(C(=O)Nc2ccccc2)cnn1-c1ccccc1)c1ccco1	-11	-5	-1.2	0	2	5	i	-4	5	3
Nc1ccccc1O	-6	-3	2.5	-25	-3	1	i	5	-10	12
Cc1cccc(N2CCN(C(=O)/C=C/c3ccco3)CC2)c1C	12	-33	1.2	-5	2	-3	i	-1	6	3
COc1cccc(CN(C)C(=O)c2cccc(S(=O)(=O)N3CCN(c4ccccc4)CC3)c2)c1	nt	1	0.9	-3	0	3	i	-7	-2	-5
CC(C)(C)S(=O)(=O)N1C[C@H]2C(=CC[C@@H]3C(=O)N(c4ccccc4)C(=O)[C@@H]32)[C@H]1CCO	-11	-2	2.3	6	3	2	i	3	-1	4
O=C(Nc1cc(C(F)(F)F)ccc1N1CCOCC1)c1ccc(Br)o1	-14	4	0.7	1	2	0	i	-4	-2	12
O=C(NCC1CCN(S(=O)(=O)c2ccccc2)CC1)Nc1ccc(F)cc1	-1	-4	1.5	2	-3	0	i	-8	0	-2
COc1cccc(C2OC(=O)c3ccccc3N2C(C)=O)c1OC(C)=O (stereo not given)	3	6	-0.3	0	-2	7	i	-1	1	6
Cc1cc(C)n(CCN(C)Cc2nc(Cc3ccccc3F)no2)n1	-4	6	-0.9	0	1	-4	i	-4	-3	12
O=C(O)CCc1ccc(-c2ccccc2)n1CC(=O)O	5	5	-0.5	2	0	-5	i	6	0	0
CCCCNc1cc(C)oc(=O)c1C(C)=O	-6	8	0.4	0	1	6	i	-4	0	2
Cc1ccc(C(=O)Nc2ccc3c(c2)OCCO3)o1	-3	4	-0.9	-2	1	-5	i	-6	4	-2
CCO[C@@H]1OC(C(=O)Nc2ccccc2)=C[C@H](c2csc3ccccc23)[C@H]1CCCO	-10	11	1.6	2	-2	8	i	-7	-12	0
S=c1nc(-c2cc(Cl)ccc2Cl)[nH][nH]1	3	8	1.5	0	0	10	i	2	-2	5
CC(=O)Nc1ccc(NC(=O)C(C)OC(=O)C23CC4CC(CC(Cl)(C4)C2)C3)cc1 (stereo not given)	-7	1	0.1	-4	1	4	i	0	-10	14
Cc1ccc(S(=O)(=O)N(C)CC(=O)Nc2cccc(C)n2)cc1	-4	5	-0.9	6	-7	-2	i	-2	-1	-25
O=S(=O)(NCCOCC(F)(F)C(F)F)c1ccc2oc3ccccc3c2c1	-8	1	3.2	-4	-2	-4	i	-9	-5	9
Remaining list, next part
SMILES	Scp-1 inhibitor	NRP1-CendR mod	LMPTP inh	SUMO1 PPI mod	STEP block	MT1-MMP act inh	Rpn11 inh	NadD block	DNMT1 block	SKN-1 block
Cc1csc(NC(=O)c2ccc(Cn3nc(C)c(Br)c3C)o2)n1	-5	5	-0.2	11	0	3	i	-4	0	-3
COc1ccccc1CNC(=O)C1CCN(C(=O)c2sccc2-n2cccc2)CC1	-4	2	-0.4	0	-2	-1	i	1	-1	-6
COc1ccc(/C(=N\O)c2nccc3cc(OC)c(OC)cc23)cc1OC	39	-2	-0.8	2	0	3	i	-1	3	-6
COc1cc2[nH]c(=S)n(C3CCN(Cc4ccccc4)CC3)c(=O)c2cc1OC	-6	1	0.5	14	1	-1	i	-6	-3	0
CCOc1ccc(OCCC(=O)N(CC)CC(=O)Nc2c(F)cccc2F)cc1	-7	11	-1.3	11	-1	0	i	1	4	1
CCCCNc1c(-c2ccc(-c3cccc(Cl)c3)cc2)nc2ccccn12	9	-7&-7	7.4&7.6	-3&-4	2	8&9	i	1&7	-11	23&19
COc1ccc(C(=O)Oc2ccc(Br)cc2C(=S)N2CCOCC2)cc1	-3	0	1.3	-6	0	0	i	-5	3	-8
Cn1c(CN2CCCC2)nc2cc(NC(=O)c3ccco3)ccc21	-2	8	4.7	-1	1	1	i	6	4	5
COc1ccccc1-c1cc2nc(NCCc3ccncc3)ccn2n1	nt	7	0.8	3	2	-8	i	-6	6	22
CN1C(=S)SC(/[N+]([O-])=C\c2ccccc2F)C1(C)C (stereo not given)	-11	6	-2.3	-16	-3	0	i	0	0	-3
O=C(Nc1ccccc1Oc1cccnc1)C1CCCN(Cc2ccc(F)cc2)C1 (stereo not given)	-8	1	-1.4	3	-1	3	i	4	0	-18
CC1CC(C)CN(S(=O)(=O)N2CCC(C(=O)NCc3ccco3)CC2)C1 (stereo not given)	-8	6	0.6	2	-1	0	i	-9	-4	-5
CC1CCN(CC(O)CN2c3ccccc3Sc3ccccc32)CC1 (stereo not given)	1	3	-2.1	-2	-1	-11	i	-4	2	-2
CCc1noc(C)c1C(=O)N(C)CC(=O)Nc1ccc(Cl)c(Cl)c1	-10	14	0.8	0	-3	-5	i	0	2	-2
COc1cc(C(=O)NCc2ccccc2Cl)ccc1OCC(=O)N1CCOCC1	-4	-7	-0.6	3	-2	4	i	-5	2	-5
CN(CCOc1ccccc1)C(=O)C1CCC(=O)N(CCCN2CCOCC2)C1 (stereo not given)	-13	11	0.3	-4	1	-8	i	-10	0	17
CC(=O)Nc1ccc(SCC(=O)NCC2(N3CCCCC3)CCCCC2)cc1	0	8	-1.7	0	0	-2	i	-1	-16	0
COc1ccc(-c2ccc(S(=O)(=O)n3nc(OC(=O)c4cccs4)cc3N)cc2)cc1	0	-14	1.7	16	-1	8	i	4	19	23
Cc1ccc(S(=O)(=O)N(C)c2ccc(OC(=O)c3ccc(=O)[nH]c3)cc2)cc1	-5	9	1.2	3	0	-3	i	-10	0	4
Cc1ccc(-n2nc(C)c3c(C(=O)OCC(=O)N(C)C4CCS(=O)(=O)C4)cc(-c4ccccc4)nc32)cc1 (stereo not given)	-7	-10	3.3	-4	-2	-5	i	-5	-12	2
Cc1nonc1NC(=O)CSc1nnc(N)s1	-4	19	-1.3	1	0	0	i	5	-2	-10
O=C(CCCc1ccccc1)Nc1ccc(S(=O)(=O)N2CCOCC2)cc1	-15	-7	-0.1	-4	0	8	i	-9	-3	-12
NS(=O)(=O)c1ccc(NC(=S)NCCc2ccccc2)cc1	-21	-7	0.1	0	52*	4	i	-9	2	8
COc1ccc(-n2cc(-c3ccc(C)cc3)[n+]3c2SCC3)cc1	-30	20	-0.5	-7	-4	-6	i	2	-24	2
CC(=O)c1ccc(S(=O)(=O)N2CCC(c3nc4ccccc4[nH]3)CC2)cc1	-4	-9	1.2	0	-1	1	i	1	-1	9
Cc1c(NS(=O)(=O)c2ccc3c(c2)CCN3C(=O)C2CC2)c(=O)n(-c2ccccc2)n1C	-2	-19	1.0	-3	-4	3	i	8	-6	14
COc1ccc(OCCCC(=O)Nc2nc(-c3ccccn3)cs2)cc1	-2	-12	2.3	5	4	3	i	1	-7	-8
COc1ccc(NC(=O)C2CCCO2)cc1 (stereo not given)	-2	-3	-0.8	-1	-1	0	i	1	-6	19
Cc1nc(-c2ccc(Cl)cc2)sc1C(=O)CBr	3	-3	-0.2	-16	1	1	i	-4	-1	8
O=C(CNC(=O)c1ccccc1F)N/N=C/c1cc(Br)ccc1OC(=O)/C=C/c1ccco1	6	-7	3.4	-9	4	-6	i	26	8	2

Arranged by formula weight (lowest first): some entries from above.
SMILES	Scp-1 inhibitor	NRP1-CendR mod	LMPTP inh	SUMO1 PPI mod	STEP block	MT1-MMP act inh	Rpn11 inh	NadD block	DNMT1 block	SKN-1 block
CC1CC(NC(=O)CC#N)CC(C)(C)C1 (stereo not given)	-10	6	-1.5	1	-1	4	i	2	1	-5
CCOC(=O)c1sc2nc(C)[nH]c(=O)c2c1C	9	4	-1.9	3	-4	4	i	-1	2	1
Cc1nonc1NC(=O)CSc1nnc(N)s1	-4	19	-1.3	1	0	0	i	5	-2	-10
Cn1c(CN2CCCC2)nc2cc(NC(=O)c3ccco3)ccc21	-2	8	4.7	-1	1	1	i	6	4	5
Cc1nc(-c2ccc(Cl)cc2)sc1C(=O)CBr	3	-3	-0.2	-16	1	1	i	-4	-1	8
Cc1ccc(S(=O)(=O)N(C)CC(=O)Nc2cccc(C)n2)cc1	-4	5	-0.9	6	-7	-2	i	-2	-1	-25
CCc1noc(C)c1C(=O)N(C)CC(=O)Nc1ccc(Cl)c(Cl)c1	-10	14	0.8	0	-3	-5	i	0	2	-2
CC(=O)c1ccc(S(=O)(=O)N2CCC(c3nc4ccccc4[nH]3)CC2)cc1	-4	-9	1.2	0	-1	1	i	1	-1	9
Cc1csc(NC(=O)c2ccc(Cn3nc(C)c(Br)c3C)o2)n1	-5	5	-0.2	11	0	3	i	-4	0	-3
Cc1ccc(S(=O)(=O)N(C)c2ccc(OC(=O)c3ccc(=O)[nH]c3)cc2)cc1	-5	9	1.2	3	0	-3	i	-10	0	4
CN(CCOc1ccccc1)C(=O)C1CCC(=O)N(CCCN2CCOCC2)C1 (stereo not given)	-13	11	0.3	-4	1	-8	i	-10	0	17
O=C(Nc1ccccc1Oc1cccnc1)C1CCCN(Cc2ccc(F)cc2)C1 (stereo not given)	-8	1	-1.4	3	-1	3	i	4	0	-18
COc1cc2[nH]c(=S)n(C3CCN(Cc4ccccc4)CC3)c(=O)c2cc1OC	-6	1	0.5	14	1	-1	i	-6	-3	0
CC(C)(C)S(=O)(=O)N1C[C@H]2C(=CC[C@@H]3C(=O)N(c4ccccc4)C(=O)[C@@H]32)[C@H]1CCO	-11	-2	2.3	6	3	2	i	3	-1	4
CCO[C@@H]1OC(C(=O)Nc2ccccc2)=C[C@H](c2csc3ccccc23)[C@H]1CCCO	-10	11	1.6	2	-2	8	i	-7	-12	0
